# Compound activity (PubChem)
# NS3 helicase inh – inhibitors of Hepatitis C virus NS3 helicase; NS3 helicase DNA unwinding, Cy5 molecular beacon fluorescence; inhibition, % at 10.9 µM; 290,000 tested, 0.56% active; AID 1800;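 active means inhibition above the mean of all tested compounds plus 3 SD, set per campaign, cut at about 35% in these data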;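 further: 0% = DMSO wells and 100% = thioflavine S control wells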
#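 System: HCV NS3 helicase fragment; control set: DMSO and thioflavine S; technique: Cy5 fluorescence at 0 and 60 min, beacon hairpin quenching; reagent: beacon DNA duplex substrate plus ATP; replicates: singlicate; schedule: 1 h reaction at 25 °C, ATP-initiated; medium: MOPS buffer pH 6.5 with MgCl2, DTT, Tween20, BSA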
# GalR3 antag – blocks the human galanin receptor 3 | O60755 | HEK293 GalR3-CNG cAMP membrane potential fluorescence; galR3 body fused to GalR1 C-terminus | inhibition, % at 3 µM | 360,000 tested, 0.44% active | AID 651719;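 active means inhibition above the screen-wide average plus 3 SD, cut at about 13% in these data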;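 further: forskolin and galanin both at EC90 stimulate the cells; cAMP rise reported by CNG channel membrane potential dye signal; 0% = forskolin plus galanin with DMSO and 100% = forskolin alone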
# Target sequence (O60755 1-299 limits assumed): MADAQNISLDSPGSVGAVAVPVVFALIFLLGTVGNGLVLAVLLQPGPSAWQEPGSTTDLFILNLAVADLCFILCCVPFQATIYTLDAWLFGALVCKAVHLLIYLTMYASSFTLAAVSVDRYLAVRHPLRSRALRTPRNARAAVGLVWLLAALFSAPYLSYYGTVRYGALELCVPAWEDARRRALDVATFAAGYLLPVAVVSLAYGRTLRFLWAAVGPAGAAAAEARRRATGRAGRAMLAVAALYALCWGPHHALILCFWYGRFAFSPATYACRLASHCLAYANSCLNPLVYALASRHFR
# UBC9 SUMO inh – SUMOylation inhibition; P63279; HTRF SUMOylation assay, SAE1/SAE2 + UBC9, in vitro; AID 2006; inhibition, % at 35 µM; 290,000 tested, 0.36% active; in the data active means inhibition above about 50%, passing the limit was not always enough; further: strong numbers were not always called active
# CRFR2-BP ag – CRF-BP/CRF-R2 complex agonism; HEK293 CRF-R2/CRF-BP, calcium dye fluorescence (FLIPR); percent of saturating CRF peptide response; activation, % at 13.2 µM; 350,000 tested, 0.46% active; AID 588473;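 active means activation of at least 50%, plus an integration ratio under a set limit after plate pattern correction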;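 further: plate controls were neutral control wells without compound for no effect and CRF at EC100 for full effect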
# DNA FID counter – displaces DNA intercalator in HCV helicase counter-screen. DNA fluorescent intercalator displacement, fluorescence. inhibition, % at 7.9 µM. 290,000 tested, 0.17% active. AID 1845; in the data active means inhibition above about 37%;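 further: 0% = vehicle and 100% = reference compound; higher means more ethidium bromide displaced from hairpin DNA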
# MEKK3 PB1 HTS – raises or lowers MEK5 binding to the human MEKK3 PB1 domain; Q99759; 290,000 tested, 1.4% active; binding response (% of control), % at 10 µM; bead-based flow cytometry, Alexa488-MEK5 binding to MEKK3; actives lie on both sides; 0 = blocked by unlabeled MEK5, 100 = vehicle;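 active means binding response more than 3 SD above or below the average of its plate-row segment, actives on both sides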;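 further: Alexa488 bead fluorescence after subtracting the streptavidin-only scavenger bead signal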
# Target sequence (Q99759 whole entry, looked up, the tested form may be a part): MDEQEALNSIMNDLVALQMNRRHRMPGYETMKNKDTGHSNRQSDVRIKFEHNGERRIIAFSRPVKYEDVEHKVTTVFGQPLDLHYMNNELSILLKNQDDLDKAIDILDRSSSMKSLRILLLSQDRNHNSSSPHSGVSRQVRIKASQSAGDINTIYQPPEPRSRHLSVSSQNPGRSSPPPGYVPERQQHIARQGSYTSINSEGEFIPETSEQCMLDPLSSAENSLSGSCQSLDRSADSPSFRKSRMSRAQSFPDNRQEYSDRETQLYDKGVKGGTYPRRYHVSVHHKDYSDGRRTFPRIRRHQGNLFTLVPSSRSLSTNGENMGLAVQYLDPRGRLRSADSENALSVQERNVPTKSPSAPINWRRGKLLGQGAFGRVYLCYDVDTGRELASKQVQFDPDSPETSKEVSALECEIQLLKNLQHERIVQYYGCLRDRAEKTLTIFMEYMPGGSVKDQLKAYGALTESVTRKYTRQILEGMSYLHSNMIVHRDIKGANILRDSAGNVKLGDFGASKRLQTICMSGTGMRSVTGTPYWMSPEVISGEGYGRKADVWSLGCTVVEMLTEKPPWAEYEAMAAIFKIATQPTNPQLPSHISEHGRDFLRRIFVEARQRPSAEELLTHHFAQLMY
# MEKK2wt PB1 HTS – raises or lowers MEK5 binding to wildtype human MEKK2 PB1 domain | bead flow cytometry, Alexa488-MEK5 binding to MEKK2 WT; actives lie on both sides | 290,000 tested, 1.1% active | Q9Y2U5 | AID 1531 | binding response (% of control), % at 10 µM; in the data active means binding response below about 67% or above about 130%
# CRFBP-R2 block – CRF-BP/CRF-R2 complex antagonism; HEK293 CRF-R2/CRF-BP, CRF-induced calcium fluorescence; inhibition, % at 11.8 µM; 350,000 tested, 0.59% active; AID 588475;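 active means inhibition of the ligand-induced calcium signal above about 50% at the single tested concentration, limit read from the data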
# MEKK2 mut-MEK5 – signal of MEK5 binding to mutant human MEKK2 PB1 domain; 290,000 tested, 0.35% active; percent response, % at 10 µM; bead flow cytometry, Alexa488-MEK5 binding to MEKK2 mutant; in the data active means percent response above about 24%, passing the limit was not always enough; further: inactives centre near 1; some results filed as inactive read as strong as hits
# Numbers without * were called inactive; x = no result given; [ ] = dose if it differs, or a comment. Some of the compounds tested; rates above refer to the full screens.
SMILES,NS3 helicase inh,GalR3 antag,UBC9 SUMO inh,CRFR2-BP ag,DNA FID counter,MEKK3 PB1 HTS,MEKK2wt PB1 HTS,CRFBP-R2 block,MEKK2 mut-MEK5
O=C(CNCCc1ccc(Cl)cc1)Nc1ccc(C(=O)N2CCCCC2)cc1,-52,-11,-1,0.2,22,102,111,-2,7
Cc1nc2c(nnn2Cc2c(Cl)cccc2Cl)c(=O)[nH]1,3,-7,11,-0.4,-10,107,104,6,2
O=C(CCc1nc2ccccc2[nH]1)Nc1ccccc1F,-30,x,5,6.0,-1,96,99,-7,5
COCCc1nc2ccc(C(=O)N(C)Cc3cccc(-n4nc(C)cc4C)c3)cc2o1,-2,3,-4,-0.5,-54,102,103,-10,0
O=[N+]([O-])c1ccc(NC(=S)N2CCc3ccccc3C2)cc1,1,-2,-16,-1.5,8,112,97,6,-1
Cc1ccc2oc3nc(C)c(C(=O)Nc4cccc(C(F)(F)F)c4)cc3c(=O)c2c1,6,x,-1,-0.1,4,100,100,-12,2
Cc1ccc(CN2CCN(Cc3ccc4cc(F)ccc4n3)CC2CCO)o1 (centres undefined),2,-2,21,-0.1,7,100,96,12,-6
CCC(=O)n1nc(-c2ccco2)nc1SCc1ccccc1,7,2,-12,-0.6,-5,105,111,19,2
Nc1nc(NCc2cccs2)nn1-c1ccccc1,-2,-3,x,-0.3,-3,99,101,-13,0
CCCCOP(=O)(OCCCC)C(O)c1ccc(Br)cc1 (centres undefined),-6,-9,3,-1.6,-34,96,100,13,6
Cc1cc(C)nc(-n2nc(C)cc2NC(=O)c2ccc(F)cc2F)n1,-2,-7,9,-1.5,-5,105,101,10,4
CSc1cccc(NC(=O)c2cnccn2)c1,3,-4,1,0.5,0,95,95,11,-6
Cc1ccc2c(c1)c1c(n2CC(O)Cn2c(C)nc3ccccc32)/C(=N\O)CCC1 (centres undefined),-9,x,2,0.6,-3,99,102,12,4
Cc1ccccc1NC(=O)CCSc1nnnn1-c1ccccc1,-8,-3,7,-1.2,-14,96,93,6,3
CC(=O)NS(=O)(=O)c1cccnc1Nc1cccc(Cl)c1,-1,0,10,1.4,0,105,109,9,2
CCc1[nH]c(=S)c(C#N)c2c1CCCC2,-6,-3,13,-1.4,-2,98,100,-11,0
Cc1ccc(-c2noc(CNC(=O)c3ccc4c(c3)OCO4)n2)cc1,-6,-4,-8,-1.6,-14,98,93,12,0
CCCCC1CCC(c2nc(-c3cccnc3)no2)CC1 (centres undefined),-2,3,12,-0.3,-1,106,105,-1,-1
CCc1cc2c(cc(C(=O)O)n2C)s1,3,-3,-20,2.2,-4,99,99,16,-1
c1ccc(Cc2nn3c(C4COc5ccccc5O4)nnc3s2)cc1 (centres undefined),-10,-8,-5,1.1,-32,94,94,9,-1

# Molecules above containing sulfur, in the order listed:
SMILES,NS3 helicase inh,GalR3 antag,UBC9 SUMO inh,CRFR2-BP ag,DNA FID counter,MEKK3 PB1 HTS,MEKK2wt PB1 HTS,CRFBP-R2 block,MEKK2 mut-MEK5
O=[N+]([O-])c1ccc(NC(=S)N2CCc3ccccc3C2)cc1,1,-2,-16,-1.5,8,112,97,6,-1
CCC(=O)n1nc(-c2ccco2)nc1SCc1ccccc1,7,2,-12,-0.6,-5,105,111,19,2
Nc1nc(NCc2cccs2)nn1-c1ccccc1,-2,-3,x,-0.3,-3,99,101,-13,0
CSc1cccc(NC(=O)c2cnccn2)c1,3,-4,1,0.5,0,95,95,11,-6
Cc1ccccc1NC(=O)CCSc1nnnn1-c1ccccc1,-8,-3,7,-1.2,-14,96,93,6,3
CC(=O)NS(=O)(=O)c1cccnc1Nc1cccc(Cl)c1,-1,0,10,1.4,0,105,109,9,2
CCc1[nH]c(=S)c(C#N)c2c1CCCC2,-6,-3,13,-1.4,-2,98,100,-11,0
CCc1cc2c(cc(C(=O)O)n2C)s1,3,-3,-20,2.2,-4,99,99,16,-1
c1ccc(Cc2nn3c(C4COc5ccccc5O4)nnc3s2)cc1 (centres undefined),-10,-8,-5,1.1,-32,94,94,9,-1

# Next section
SMILES,NS3 helicase inh,GalR3 antag,UBC9 SUMO inh,CRFR2-BP ag,DNA FID counter,MEKK3 PB1 HTS,MEKK2wt PB1 HTS,CRFBP-R2 block,MEKK2 mut-MEK5
C=CCN(Cc1nc(-c2ccccc2)no1)C(=O)c1ccoc1C,1,-1,-2,-1.5,-40,101,99,-3,0
COc1ccc(N2CCN(C(CNC(=O)C(=O)NCc3cccs3)c3ccco3)CC2)cc1 (centres undefined),-13,-5,20,-1.9,-9,89,82,-4,-10
CCc1cc(CNC(=O)c2ccc(OC3CCN(CCc4ccccc4)CC3)cc2)on1,-9,-7,6,-0.3,19,98,102,0,0
O=C(O)CCN1CCc2ccccc2C1c1cccs1 (centres undefined),3,-1,8,0.0,3,x,x,3,x
COC(=O)c1nn(-c2ccc(F)cc2)ccc1=O,13,-3,4,1.1,-4,73,75,-11,-28
O=C(N/N=C/c1ccc(Cl)cc1Cl)c1n[nH]c2c1CCCC2,10,-12,15,2.4,1,128*,105,-15,1
O=C(COc1cc2oc(=O)c3c(c2cc1Cl)CCC3)NCCCn1ccnc1,4,-5,-9,-0.9,9,104,102,-6,1
COc1cccc(-c2nn(C)c3sc(C(=O)NCc4ccc5c(c4)OCO5)cc23)c1,-18,1,-14,1.6,-17,104,106,6,6
COc1ccc(NC(=O)Nc2c(SC)nsc2SC)cc1,6,-4,15,-0.4,2,110,100,14,-1
COc1cc(/C=N\N=C2/SC(CC(=O)O)C(=O)N2c2ccc(O)cc2)ccc1O (centres undefined),4,-4,13,0.2,-10,97,99,6,0
Cc1c(OC(C)C(=O)N[C@@H](Cc2ccccc2)C(=O)O)ccc2c3c(c(=O)oc12)CCCC3 (some centres undefined),11,-5,24,-1.7,-9,93,85,19,-4
N#Cc1ccccc1NC(=O)c1cccc(COc2ccc(Cl)cc2Cl)c1,13,-3,3,1.0,-1,94,95,-6,-3
CCOC(=O)c1c(CSC(=N)N)n(-c2ccc(C)cc2)c2cc(Br)c(OC(C)=O)cc12,-90,-11,8,15,5,102,232*,-100,70*
Cc1nc2ccc(S(=O)(=O)NCC(=O)N3CCCCC3)cc2s1,-5,-4,-2,0.3,2,105,109,-9,11
c1ccc2c(Nc3nncs3)c3ccccc3nc2c1,-3,-5,12,-1.8,-3,105,105,-2,11
Cc1cccc(NC(=O)Cc2ccc(NC3=NC4CS(=O)(=O)CC4S3)cc2)c1 (centres undefined),16,x,15,-2.0,-3,98,104,60*,0
Cc1cccc(C(=O)Nc2ccc(NC(=O)CN3CCOCC3)cc2)c1,0,-6,14,-0.6,-15,102,98,17,-1
Cc1cc(F)c(F)c(C(=O)N2CCCCC2C)c1Cl (centres undefined),3,7,13,0.8,-6,102,89,-7,-11
CC(C)CC(C(=O)O)N1C(=O)C2C3c4ccccc4C(c4ccccc43)[C@@H]2C1=O (some centres undefined),28,-8,15,-2.3,-16,117,109,20,10
CCC(=O)Nc1ccc(C(=O)N/N=C/c2ccccc2[N+](=O)[O-])cc1,0,-2,-2,-2.8,-4,98,106,-12,5
COC(=O)CNC(=O)CN1c2cccc3cccc(c23)S1(=O)=O,10,13*,18,0.6,-2,101,104,4,8
Cn1cccc1-c1nc2ccc(NC(=O)c3ccco3)cc2[nH]1,-2,5,16,1.0,0,103,104,11,-2
COc1ccc(OC)c(NC(=O)c2nnn(CCc3ccccc3)c2N)c1,-4,4,4,-1.9,-10,103,105,-11,3
NC(=S)Nc1nc2ccccc2s1,-8,4,14,-0.3,-2,106,105,-3,9
CC(C)N(C(=O)COC(=O)[C@@H]1CC(O)CN1S(=O)(=O)c1ccccc1[N+](=O)[O-])C(C)C (some centres undefined),-1,-3,7,-0.3,-14,99,95,-7,-3
CC(=O)Nc1ccc(S(=O)(=O)N2CCC(NC(=O)c3ccccc3)CC2)cc1,8,-11,0,-1.4,-9,102,103,3,1
O=c1[nH]c(/C=C\c2ccccc2F)nc(O)c1[N+](=O)[O-],11,0,10,0.2,0,99,98,4,2
CCCCCOc1ccc(NC(=O)C(=O)NCCCn2ccnc2)cc1,3,-9,5,-0.9,-5,100,103,-4,1
COc1cc(CN2CCC(CO)(Cc3cccc(C(F)(F)F)c3)CC2)ccc1F,-28,-5,7,8.2,31,42*[inhibitor],69,-13,-23
COc1ccc(N2CCN(Cc3cc(=O)oc4ccc5ccccc5c34)CC2)cc1,2,-3,8,-0.2,-3,103,101,-10,1
CC(C)NC(=O)c1ccccc1NS(=O)(=O)c1ccc(Br)s1,1,-8,-6,8.8,-7,99,100,-3,-4
COC(=O)[C@H](CC(C)C)NC(=O)NCCCc1ccccc1,-2,-5,-10,-1.2,-10,93,95,1,-3
CCOC(=O)C1=C(C)NC(C)=C(C(=O)OCC)C1c1ccc(O)cc1,8,-3,5,-1.7,-15,93,98,-20,-10
O=C(O)C1CC=CCC1C(=O)Nc1ccc2c(c1)CCC2 (centres undefined),-3,-1,0,0.8,-5,102,103,11,-3
CC(=O)NS(=O)(=O)c1ccc(NC(=O)/C=C/c2ccccc2Cl)cc1,10,0,-14,2.4,-1,103,102,-3,5
CCc1nc(OCC(=O)c2ccccc2)c(C#N)c2c1COC(C)(C)C2,-1,2,14,4.7,-8,97,96,2,-3
Cc1ccc2nc(-c3ccc(NC(=O)CN4CCN(C(=O)c5ccco5)CC4)cc3)sc2c1,-18,-12,3,2.0,-26,104,100,6,4
COc1ccc(CNC(=O)C2CCCN(c3nn4c(=O)cc(C)nc4s3)C2)cc1 (centres undefined),1,-8,6,-0.4,-17,94,94,-3,-1
